High-throughput results as filed in PubChem.
Yeast superoxide: caloric restriction mimetics inhibiting age-related superoxide in yeast. S. cerevisiae aged cells, superoxide DHE fluorescence; hits give low values. 330,000 tested, 0.18% active. superoxide response (% of plate mean), % at 10 µM;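 active means superoxide response under a set limit, about three screen SD below normal, cut at about 65% in these data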;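 further: yeast aged for seven days with compound at 30 °C before DHE staining; 100% = average MFI of all compound-treated wells on the plate with controls excluded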
MEP2 TOR yeast: yeast TOR pathway MEP2-GFP modulation | S. cerevisiae MEP2-GFP strain, flow cytometry GFP, 3 h; 100% = DMSO control level | GFP response vs DMSO, % at 10 µM | 330,000 tested, 0.51% active;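 active means GFP response versus DMSO above a set limit, roughly screen mean plus 3 SD, cut at about 180% in these data; inconclusive means fewer than 70 cells counted for a yeast strain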;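 further: median GFP fluorescence of the barcode-gated MEP2-GFP cells per well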
AGP1 TOR yeast: alters AGP1-GFP fluorescence in TOR pathway yeast screen | S. cerevisiae AGP1-GFP multiplex flow cytometry, 3 h; GFP as percent of DMSO wells | GFP response vs DMSO, % at 10 µM | 320,000 tested, 0.02% active | AID 2066;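 active means GFP response relative to DMSO above a set limit, near screen average plus 3 SD, cut at about 150% in these data; inconclusive means fewer than 70 cells counted for the yeast strain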;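 further: median GFP channel fluorescence of the gated AGP1 strain per well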
LAP4-GFP MLPCN: yeast TOR pathway LAP4-GFP modulation. S. cerevisiae LAP4-GFP multiplex, flow cytometry GFP, 3 h; median GFP as percent of DMSO wells. GFP response vs DMSO, % at 10 µM. 320,000 tested, 0.34% active. AID 2023;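 active means GFP response vs DMSO above a set limit, about the screen mean plus 3 SD, cut at about 150% in these data; inconclusive means under 70 cell events counted for the yeast strain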
RPL19A TOR yeast: modulators of TOR pathway RPL19A-GFP in S. cerevisiae | S. cerevisiae RPL19A-GFP strain, flow cytometry, 3 h; hits give low values | 330,000 tested, 0.3% active | AID 2025 | percent response vs DMSO, % at 10 µM;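 active means percent response vs DMSO below 50%; inconclusive means fewer than 70 events counted for the yeast strain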;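 further: median channel GFP fluorescence of the barcoded RPL19A-GFP strain; ratio of sample median GFP to plate DMSO average so 100% = DMSO; lower means less RPL19A-GFP as with rapamycin TOR inhibition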
CIT2 TOR yeast: alters CIT2-GFP fluorescence in TOR pathway yeast screen; S. cerevisiae CIT2-GFP strain, flow cytometry, 3 h; 100 means same as DMSO wells; GFP response vs DMSO, % at 10 µM; 320,000 tested, 0.065% active; AID 2029;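 active means GFP response relative to DMSO above a set limit, near the screen mean plus 3 SD, cut at about 150% in these data; inconclusive means Fewer than 70 cells measured for a yeast strain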;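 further: ratio of well median GFP fluorescence to mean of DMSO wells on the plate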
AHR activator: activates the human aryl hydrocarbon receptor; activation, % at 5 µM; 320,000 tested, 2.5% active; AHR-responsive luciferase reporter cells, luminescence; AID 2796; in the data active means activation above about 47%;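 further: 0% = vehicle wells and 100% = reference agonist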
Target sequence (P35869 whole entry, looked up): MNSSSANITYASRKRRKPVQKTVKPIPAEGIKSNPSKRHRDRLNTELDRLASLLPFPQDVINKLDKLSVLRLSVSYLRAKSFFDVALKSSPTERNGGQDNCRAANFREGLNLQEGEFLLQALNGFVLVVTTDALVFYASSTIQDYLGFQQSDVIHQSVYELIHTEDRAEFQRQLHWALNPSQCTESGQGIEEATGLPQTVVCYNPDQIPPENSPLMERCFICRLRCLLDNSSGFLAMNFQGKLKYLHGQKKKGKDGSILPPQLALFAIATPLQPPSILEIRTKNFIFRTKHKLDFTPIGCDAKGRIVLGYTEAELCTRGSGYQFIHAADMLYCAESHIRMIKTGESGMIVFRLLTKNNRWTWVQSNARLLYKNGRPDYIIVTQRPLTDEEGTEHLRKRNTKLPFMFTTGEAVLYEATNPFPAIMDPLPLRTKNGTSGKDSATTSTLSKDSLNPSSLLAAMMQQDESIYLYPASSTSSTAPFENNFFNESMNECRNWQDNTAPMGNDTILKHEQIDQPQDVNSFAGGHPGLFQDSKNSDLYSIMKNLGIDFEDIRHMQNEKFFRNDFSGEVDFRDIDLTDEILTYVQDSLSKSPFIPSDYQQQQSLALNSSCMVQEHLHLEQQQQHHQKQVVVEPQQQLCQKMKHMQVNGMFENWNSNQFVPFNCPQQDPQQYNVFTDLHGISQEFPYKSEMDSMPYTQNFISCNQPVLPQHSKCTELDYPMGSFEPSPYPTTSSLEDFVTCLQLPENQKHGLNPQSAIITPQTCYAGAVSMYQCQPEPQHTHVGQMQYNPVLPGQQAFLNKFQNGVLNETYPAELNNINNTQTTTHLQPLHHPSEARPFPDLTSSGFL
Efflux pump mplx: blocks antifungal efflux pumps in multiplex yeast assay. S. cerevisiae Candida pump triplex, Nile Red efflux. inhibition, % at 10 µM. AID 485275. 330,000 tested, 0.44% active;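 active means plate passing quality check with inhibition over a set limit, or well fluorescence over plate mean plus 4 SD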;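 further: Nile Red retained in pooled yeast measured as flow cytometry median fluorescence; 0% = buffer negative control and 100% = Enniatin B positive control; higher means more Nile Red kept so more efflux inhibition; some compounds called inactive have numbers as strong as hits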
* hit, by the source's call; ? = inconclusive; nt = no result given; [ ] = dose if it differs, or a comment. Rows were taken by chance, and some 3.9% of all compounds hit somewhere here.

SMILES	Yeast superoxide	MEP2 TOR yeast	AGP1 TOR yeast	LAP4-GFP MLPCN	RPL19A TOR yeast	CIT2 TOR yeast	AHR activator	Efflux pump mplx
Cc1ccc(NC(=O)N2CCN(c3ncccc3C(F)(F)F)CC2)cc1	102	97	98	105	95	93	-3	0.1
O=C(c1ccccc1CCc1ccccc1)N1CCCC1	100	101	104	97	102	103	nt	0.0
CN(C)/C=N/S(=O)(=O)c1ccc(Cl)c(Cl)c1	110	83	nt	nt	100	nt	1	0.1
OC1(c2cccs2)CN(c2ccc(Cl)cc2)C2=[N+]1CCCS2 (configuration not stated)	94	99	101	98	100	105	2	-0.3
Cc1cc(C)nc(SC2=CS(=O)(=O)c3ccccc32)n1	89	107	105	108	99	99	8	-0.1
Cc1ccccc1-c1ccc(CN2CCN(C)C(CCO)C2)cc1 (configuration not stated)	102	95	96	98	96	96	3	-0.1
CCOc1ccc(CCNC(=O)c2nnn(CC(=O)Nc3c(C)cc(C)cc3C)c2N)cc1OCC	112	97	98	93	98	100	1	-0.1
CCOC(=O)N1CCC(NC(=O)c2cc3c(-c4cccc(OC)c4)nn(C)c3s2)CC1	105	97	100	214*	55	90	0	0.2
O=C(CC1C(=O)NCCN1CC(c1ccccc1)c1ccccc1)NC1CC1 (configuration not stated)	119	104	100	99	109	101	25	-0.1
CC1CC1C(=O)Nc1cc(C(F)(F)F)ccc1N1CCOCC1 (configuration not stated)	95	105	94	95	103	99	3	1.6
CCC(=O)NC(=S)N1CCN(c2ccc([N+](=O)[O-])cc2Cl)CC1	92	90	99	100	99	100	0	-0.2
Cc1ccc(CNC(=O)C2c3ccccc3C(=O)N3CCc4ccccc4C23)o1 (configuration not stated)	120	106	104	111	99	100	115*	0.0
Cc1ccc(/C=N/n2c(-c3ccccc3)n[nH]c2=S)cc1	103	104	97	89	101	102	6	-0.2
C=CCNC(=O)c1onc(CSc2ccccc2CC)c1C(=O)O	91	96	82	109	98	101	2	-0.2
CCCC(=O)c1ccc(N2CCC(C)CC2)c(F)c1	109	113	101	98	108	101	-2	0.0
O=C(CSc1nnc(-c2ccccc2F)o1)NC1CC1	113	93	95	93	94	84	1	0.4
COc1cc(C2=NOC(C(=O)N3CCN(c4ccc(F)cc4)CC3)C2)cc(OC)c1OC (configuration not stated)	111	99	99	100	98	93	-2	0.2
O=C(CSc1nc(-c2ccccc2)c(-c2ccccc2)[nH]1)NCc1ccco1	93	106	100	104	97	95	1	-0.3
Cc1ccc(Cl)c(NC(=S)N(CCCN2CCOCC2)Cc2ccco2)c1	103	110	102	105	100	109	1	-0.1
COc1ccc(NC(=O)Cn2nnc(-c3ccccc3NS(=O)(=O)c3ccc(OC)cc3)n2)cc1	102	100	104	96	99	103	2	0.5
O=C(Nc1nnc(-c2ccccc2)o1)c1nc2ccccc2s1	92	96	103	130	103	96	2	-0.2
C=CCn1c(NCc2ccccc2)nc2ccccc21	99	100	107	101	103	100	11	0.1
CCOC(=O)c1c(-c2ccc(C)cc2)csc1NC1=NS(=O)(=O)c2ccccc21	102	105	103	110	108	101	-1	0.0
O=C(NNC(=S)NC(=O)c1ccccc1Cl)c1cccc([N+](=O)[O-])c1	122	122	107	118	112	112	-1	0.1
CCN1CCN(CC(=O)Nc2sc3c(c2C#N)CCC(C)C3)CC1 (configuration not stated)	107	92	93	89	88	101	3	0.0
COC(=O)c1ccc(N(C(=O)c2ccco2)C(C(=O)NC2CCCC2)c2ccco2)cc1 (configuration not stated)	96	103	105	96	101	107	2	-0.1
Cc1cc(C(=O)NN)c2cc(Br)ccc2n1	96	95	103	96	94	90	0	-0.1
CCCCNC(=S)N1CCN(c2ccc(C(C)=O)cc2)CC1	90	112	94	85	102	93	-2	0.1
Cn1c(=O)c2c(SC3CCCC3)nc(C3CC3)nc2n(C)c1=O	106	96	100	89	104	97	10	0.1
NC(=O)N=Nc1c(O)n(Cc2ccccc2)c2ccc(Br)cc12	106	119[may fluoresce violet]	28[may fluoresce violet]	93[may fluoresce violet]	95[may fluoresce violet]	?	nt	0.0
CCOc1ccccc1C(=O)OC(C)C(=O)Nc1ccc(S(=O)(=O)N2CCCC2)cc1 (configuration not stated)	93	102	98	103	102	92	-2	0.0
O=C(NC1=NCCS1)c1ccc(Cl)cc1	95	104	93	89	99	100	1	0.2
CS(=O)(=O)N1CCC(NC(=O)Cc2ccccc2)CC1	92	106	107	107	103	104	-3	-0.1
C[C@H]1C[C@H]2[C@@H]3CCC4=CC(=O)C=C[C@]4(C)[C@@]3(F)[C@@H](O)C[C@]2(C)[C@@]1(O)C(=O)CO	106	94	102	99	100	104	8	-0.1
O=C(CNC(=O)N1CC(=O)Nc2ccccc21)Nc1ccc(Cl)cc1	105	111	109	103	107	102	24	0.2
CC1(C)CC(=O)C=C(c2ccc(Cl)c(C(F)(F)F)c2)C1	79	104	91	107	99	96	-1	0.0
COc1ccc(NC(=O)CSc2nnc(NC(=O)C3CC3)s2)cc1OC	120	85	101	96	95	98	3	0.0
CC1CCc2nc(NC(=O)CCSc3ccccc3)sc2C1 (configuration not stated)	88	107	106	103	103	102	-1	-0.5
Cn1c(=O)[nH]c(=O)c2c1nc(N1CCCCCC1)n2Cc1cccc2ccccc12	106	101	98	98	99	98	1	-0.1
Cc1c(Cl)ccc(S(=O)(=O)N2CCN=C2c2ccccc2)c1Cl	106	97	99	100	96	91	2	0.2
CCCCc1ccc(NC(=O)CSC2=NN3CCCC(=O)N=C3S2)cc1	110	101	106	105	102	99	1	-0.4
CCOc1ccc(C(=O)/C=C/c2ccccc2C(F)(F)F)cc1	106	100	97	96	94	95	-2	0.1
Cc1ccccc1C(=NCCCN(C)C)c1ccccc1C	92	97	98	90	100	100	-2	-0.1
COc1ccccc1N1CCN(/N=C/c2cccc(OC)c2O)CC1	98	103	100	88	102	100	-4	0.1
O=C1C2C3C=CC([C@@H]2C(=O)N1C1CCCCC1)[C@H]1C(=O)N(C2CCCCC2)C(=O)C31 (some centres not stated)	96	91	97	nt	97	90	1	0.0
CC1=C(C(=O)NCc2ccccn2)C2(CCC(C)CC2)OC1=O (configuration not stated)	112	94	94	97	92	88	-2	-0.1
O=[N+]([O-])c1cccc(Cl)c1N1CCOCC1	114	107	98	93	98	91	3	0.1
CCN1CCN(CCC(=O)Nc2ccccc2)CC1	103	107	98	97	102	109	nt	-0.1
Cc1ccc(NC(=O)c2nc[nH]c2C(=O)N2CCN(C(=O)OC(C)(C)C)CC2)cc1	111	92	95	89	89	88	-10	0.1
O=C1N/C(=N\N=C\c2cccs2)SC1Cc1ccc(Cl)cc1 (configuration not stated)	92	107	112	101	108	109	3	0.2
COCCCn1c(-c2ccc(S(=O)(=O)N3CCOCC3)cc2)csc1=Nc1ccccc1	103	98	101	97	97	97	-5	-0.5
O=c1cc(NS(=O)(=O)c2ccccc2)nc(SCc2ccc(Cl)cc2)[nH]1	110	102	102	106	99	99	1	-0.2
CCC1CCCCN1CCCNC(=O)c1ccc2c(c1)NC(=O)CN2C (configuration not stated)	134	103	94	98	95	105	3	-0.1
Cc1cc(C(=O)N2CCCC(Nc3ccccc3)C2)c2ccc(F)cc2n1 (configuration not stated)	118	119	117	103	108	113	1	-0.1
O=c1[nH]nc(CSCc2ccccc2Cl)[nH]1	110	99[may fluoresce red and violet]	?	?	?	?	0	0.2
C=C(C)c1cccc(C(C)(C)NC(=O)N2CCC(C)CC2)c1	107	103	98	104	99	90	4	-0.1
CCc1cc2ccc(C)cc2nc1SCC(=O)NNC(=O)c1ccco1	102	97	99	92	104	101	13	0.0
Cc1ccc(/C=C/C(=O)NC2=NCCS2)cc1	115	82	93	91	101	112	3	-0.4
C=C(C)CCC(C)N1CCC(n2nccc2NC(=O)CCCc2ccccc2)CC1 (configuration not stated)	93	123	100	105	101	103	5	0.1
Cc1nn(C)cc1S(=O)(=O)NCc1ccccc1Cl	110	100	99	99	102	99	0	-0.2
(next part)
SMILES	Yeast superoxide	MEP2 TOR yeast	AGP1 TOR yeast	LAP4-GFP MLPCN	RPL19A TOR yeast	CIT2 TOR yeast	AHR activator	Efflux pump mplx
COc1ccc(C(=O)N(Cc2cccs2)C2CCS(=O)(=O)C2)cc1 (configuration not stated)	101	82	98	95	98	94	-2	0.2
Cc1cccc(OCC(=O)Nc2c3c(nn2C(C)(C)C)CS(=O)(=O)C3)c1	102	96	104	91	106	104	3	0.0
O=C(c1ccc(F)c(F)c1)N1CCCc2ccccc21	94	104	99	98	102	99	-2	0.0
Cc1ccc(NC(=O)c2nc[nH]c2C(=O)NCCCNC(=O)c2[nH]cnc2C(=O)Nc2ccc(C)cc2)cc1	104	91	85	84	103	82	-2	0.1
O=C(NNC(=O)c1oc2ccccc2c1-n1cccc1)c1ccco1	99	102	102	108	99	95	4	0.0
Fc1ccccc1Cc1noc(CN2CCN(c3ccc(Cl)cn3)CC2)n1	90	98	94	103	95	91	0	0.0
CC(C)Sc1nc2ccccc2[nH]1	91	103	99	105	101	101	1	-0.1
COc1ccc(NC(=O)CNS(=O)(=O)c2cccs2)c(OC)c1	90	94	94	91	90	94	0	0.4
O=C(CN1C(=O)C2C3CCC(C3)C2C1=O)OCC(=O)c1cccc([N+](=O)[O-])c1 (configuration not stated)	82	103	104	93	105	105	-1	0.0
Clc1ccc(/C=C/c2ncc[nH]2)c(Cl)c1	93	108	102	95	111	110	26	0.0
O=C1CC(C(=O)Nc2ccccc2)N=C(N2CCCCC2)N1 (configuration not stated)	113	100	70	94	99	108	-2	-0.1
CC1CN(C(=O)c2ccc3c(c2)OCO3)CC(C)O1 (configuration not stated)	98	90	86	88	88	87	0	-0.1
NC(=O)CSc1nnc(Cn2cnc3ccccc32)o1	80	94	96	89	95	95	1	-0.1
CC(=O)Nc1ccc(C(=O)CSc2nnc(Cc3ccccc3)o2)cc1	91	104	nt	101	99	98	1	0.3
N#CCCN(Cc1ccccc1)S(=O)(=O)c1cccs1	96	97	111	114	94	104	1	0.1
O=C(Nc1ccc(F)cc1)N(CCCN1CCOCC1)Cc1cc2cc3c(cc2[nH]c1=O)OCCO3	97	92	92	91	95	92	11	0.1
O=C(NC(=S)N1CCN(c2c(Cl)cccc2[N+](=O)[O-])CC1)c1cccs1	95	90	90	114	92	88	3	0.1
CC(C)(C)N1CC(C(=O)Nc2ccc(S(=O)(=O)N3CCCCC3)cc2)CC1=O (configuration not stated)	97	94	90	89	90	83	-1	-0.1
Cc1ccc(C(=O)NCC(=O)N/N=C/c2cccs2)cc1C	73	105	83	110	96	94	5	0.1
O=C1C=C(c2ccc(-c3ccccc3)cc2)C[C@@H](c2ccc(Cl)cc2)C1	96	103	106	111	105	103	-1	0.2
COc1ccc(S(=O)(=O)NCc2ccco2)cc1C(=O)N1CCCCC1	104	105	97	88	101	104	-3	0.0
Cc1ccc(NC(=O)CN2C(=O)S/C(=C\c3ccccn3)C2=O)cc1C	123	98	91	67	113	99	nt	0.0
Cc1ccc(C(=O)Nc2c(C)n(C)n(-c3ccccc3)c2=O)cc1	95	106	97	99	97	101	1	0.0
O=C(NC1CC1)C(=O)c1c(-c2ccccc2)[nH]c2ccccc12	101	102	96	102	99	96	0	0.0
